FEN1 inh: qHTS Assay for the Inhibitors of Human Flap endonuclease 1 (FEN1); Recombinant FEN1 flap cleavage, fluorescence, 15 min; Potency, µM (highest dose often 114 µM), without a hit: at the highest dose activity change, negative = inhibition, usual class: inhibitors; 0.35% of 390,000 active; note: nearly all actives have a fitted effect of over 65% in size
Target sequence (P39748 whole entry, looked up): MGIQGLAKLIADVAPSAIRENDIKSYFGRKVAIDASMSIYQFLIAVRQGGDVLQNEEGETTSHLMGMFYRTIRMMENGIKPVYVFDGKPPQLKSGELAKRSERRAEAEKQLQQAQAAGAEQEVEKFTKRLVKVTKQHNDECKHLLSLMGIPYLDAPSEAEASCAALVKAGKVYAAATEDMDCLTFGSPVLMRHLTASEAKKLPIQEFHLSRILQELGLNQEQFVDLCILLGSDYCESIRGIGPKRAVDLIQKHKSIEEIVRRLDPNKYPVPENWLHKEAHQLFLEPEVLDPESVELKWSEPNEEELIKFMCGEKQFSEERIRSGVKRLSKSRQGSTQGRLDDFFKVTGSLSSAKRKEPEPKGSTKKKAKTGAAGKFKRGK
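Recombinant FEN1 (10 nM) was preincubated with pin-transferred compounds for 15 min at room temperature, then flap DNA substrate (50 nM final) was added. Plates were read at 0 and 15 min, and normalized concentration–response data were fitted to a four-parameter Hill equation.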
TDP1 cell CPT: qHTS for Inhibitors of human tyrosyl-DNA phosphodiesterase 1 (TDP1): qHTS in cells in presence of CPT; 12% of 420,000 active; chicken DT40 Tdp1-/-;hTDP1 cells + 20 nM CPT, ATP luminescence, 48 h; AID 686979, 2013; Potency, µM (highest dose often 46.2 µM), for inactives: at the top dose activity change, negative = growth inhibition, hits mostly inhibitors; note: nearly all actives have a fitted effect of over 55% in size
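Cell growth measured by CellTiter-Glo luminescence after a minimum 48 h, 37 C compound exposure with 20 nM CPT in Tdp1-knockout DT40 cells stably expressing hTDP1, seeded 400/well; qHTS titration format.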
N370S GC: qHTS Assay for Inhibitors and Activators of N370S glucocerebrosidase as a Potential Chaperone Treatment of Gaucher Disease | Potency, µM (highest dose often 59.4 µM), for the others: at the top dose activity change, negative = inhibition, actives largely listed as inhibitors | N370S GC spleen homogenate, 4MU-glucoside fluorescence | Lysosomal acid glucosylceramidase (Homo sapiens), P04062 | 0.092% of 330,000 active;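 note: 0% = full enzyme activity and -100% = no enzyme basal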
Active calls of the source: *; ? = inconclusive; . = not tested or not shown; & = joins results of further samples; [ ] = dose if it differs, or a comment. Calls come from the whole dose curve; as a rule, active = well fitted curve in the direction sought with a large enough effect; inconclusive = small, poorly fitted or top-dose-only effect, or another doubt; inactive = no such curve, though single readings can be large; an effect the other way counts as inactive or inconclusive. Unless noted, % is set by controls: 0 for no effect and ±100 for the full control effect; potency is the fitted concentration of half-maximal effect. Not all compounds are listed. The share of hits here may be higher or lower than overall.

SMILES | FEN1 inh | TDP1 cell CPT | N370S GC
Cc1c(Cl)cnc(NC(=O)COC(=O)C(NC(=O)c2ccco2)C(C)C)c1Cl (stereo not drawn) | 13.9% | -3.4% | -17.0%
COc1ccc(N2CCN(C(=O)c3cccc(NS(=O)(=O)c4cccc(F)c4)c3)CC2)cc1 | -18.6% | -6.6% | -9.6%
CCC(CC)C(=O)N=C1SC2CS(=O)(=O)CC2N1CCc1ccc(OC)c(OC)c1 (stereo not drawn) | 0.0% | 0.0% | 1.8%
Cc1nn(-c2ccccc2)c(Cl)c1/C=C1\SC(=S)NC1=O | -7.3% | ? | -5.2%
Cc1cccc(S(=O)(=O)C(C#N)c2nc3ccccc3nc2N2CCOCC2)c1 (stereo not drawn) | -6.7% | ? | -8.1%
Cc1cccc(NC(=O)c2cccc(NC3=NC4CS(=O)(=O)CC4S3)c2)c1 (stereo not drawn) | -14.8% | -20.5% | -9.0%
CN(C)C(=O)CSC1c2ccccc2C(=O)N1c1ccccc1 (stereo not drawn) | 1.6% | -3.5% | -11.5%
C[C@@H](CSc1ccc(Br)cc1)CN1CC[C@H](C(C)(C)C)CCC1=O | -3.5%&-2.1% | ? | .
COCCn1c(SCC(=O)Nc2cccc(S(N)(=O)=O)c2)nc2ccccc21 | -5.4% | 5.1% | -1.7%
CCCCN1CCc2c([nH]c3ccccc23)C1=O | 4.2% | -1.2% | 17.8%
Cc1c(Cl)cccc1NC(=O)CNC(=O)C1CCN(C(=O)Nc2ccccc2)CC1 | 9.3% | -16.9% | .
Cc1ccccc1Nc1nnc(-c2ccc(C)c(S(=O)(=O)N3CCN(C)CC3)c2)c2ccccc12 | 8.7% | ? | .
O=C(CN1C(=O)/C(=C/c2ccc(F)cc2)SC1=S)NC1CCS(=O)(=O)C1 (stereo not drawn) | -14.3% | -19.9% | -14.8%
O=c1ccc2cc(S(=O)(=O)Nc3ccc(OC(F)(F)F)cc3)ccc2[nH]1 | -18.4% | -0.6% | .
Cn1c(-c2ccc(F)cc2)cnc1NCc1ccccc1 | -7.2% | ? | 0.3%
Cn1c(SCC(=O)N2CCCCCC2)nnc1-c1ccco1 | 1.0% | 3.2% | 2.9%
COc1cc(C2C(C#N)=C(N)OC3=C2C(=O)CCC3)c([N+](=O)[O-])cc1OC (stereo not drawn) | ? | 4.7% | -1.7%
CCCCCNC(=O)C1CCC(Cn2c(=O)c3sccc3n(CC)c2=O)CC1 (stereo not drawn) | 2.3% | ? | .
C=C(C)C1CC=C(CN2CCC(C(=O)OCC)CC2)CC1 (stereo not drawn) | -3.1% | -0.8% | -16.5%[2.35 µM]
COc1ccccc1-c1nnc(SC/C(O)=C(\C#N)c2nc3ccccc3[nH]2)n1C1CCCCC1 | -8.6% | ? | -7.0%
COc1ccc(-c2csc(NC(=O)c3cc(=O)c4ccccc4o3)n2)cc1OC | -2.6% | ? | -0.2%
Cc1ccc(NC(=O)CNc2cc(S(=O)(=O)N3CCOCC3)ccc2NCC2CCCO2)cc1F (stereo not drawn) | -10.8% | ? | -0.3%
CCOc1cc(N2CCOCC2)c(OCC)cc1NC(=O)CCS(=O)(=O)c1ccc(Cl)cc1 | -14.2% | 4.11µM* | 5.8%
COc1ccc(/C=N/N2C(C)CCCC2C)cc1O (stereo not drawn) | 4.8% | 8.5% | -17.6%
C/C=C\C=C/C(=O)Nc1cccc(C2=NOC3(C2)C[C@@H](C(N)=O)N(C(=O)c2ccc(Cl)cc2)C3)c1 (stereo partly drawn) | 10.2% | -3.1% | -26.5%
Cc1ccc(S(=O)(=O)N2CCCCC2)cc1NC(=O)CCNC(=O)c1ccccc1 | -12.6% | -16.1% | .
O=C1NCCCC1C(=O)N/N=C/c1cc([N+](=O)[O-])ccc1O (stereo not drawn) | 4.4% | -21.6% | -7.0%
O=C(CCCc1cccs1)Nc1nccs1 | 2.3% | 21.6% | -4.7%
O=C(O)COCC(=O)Nc1ccc2c(c1)CCC2 | -12.7% | -4.9% | -20.2%
Cc1ccc(NC(=O)c2c(C)noc2C)cc1S(=O)(=O)N1CCOCC1 | 3.5% | -23.1% | .
O=S(=O)(c1ccccc1F)N1CCCc2ccccc21 | 4.5% | ? | -8.9%
O=C(Cn1c(=S)[nH]c2ccccc2c1=O)N1CCN(c2ccccc2)CC1 | -1.4% | 0.2% | 5.0%
Cc1ccc(C)c(NC(=O)CN(C)C(=O)c2ccccc2OCc2c(C)noc2C)c1 | 4.7% | -17.9% | .
Cc1ccc(NC(=O)CCn2nc(-c3ccccc3)c3ccccc3c2=O)c(C)c1 | -18.4% | 20.6µM* | .
COc1cccc(C2CC(=O)Nc3c2ccc(C)c3C)c1OC (stereo not drawn) | -15.3% | ? | .
CC(C)NC(=O)/C(=N\O)c1ccccc1 | -5.1% | 3.8% | -3.3%
CC1CCCN(C2(O)C(=O)Nc3c(C(F)(F)F)cccc32)C1 (stereo not drawn) | 3.2% | -25.2% | -6.6%
C=CCNC(=O)/C(C#N)=C/c1c(N2CCN(c3ccccc3)CC2)nc2c(C)cccn2c1=O | -6.3% | 5.9% | ?
Cc1ccc(S(=O)(=O)N(C)C)cc1NC(=O)CSc1nnc(C2CC2)n1C1CC1 | -11.2% | -0.7% | .
O=C(CCCOc1ccc(Cl)cc1Cl)NCC1CCCO1 (stereo not drawn) | 3.3% | -8.1% | 0.4%
CCNc1ccc(S(=O)(=O)C(F)(F)F)cc1NC(=O)C12CCC(CC1)C2 | -4.8% | -13.4% | 2.9%
O=c1cc(-c2ccccc2)n(S(=O)(=O)c2ccccc2)o1 | 2.5% | -0.9% | 0.5%
CC(C)COc1ccc(C(=S)N2CCCC2)cc1 | -3.9% | ? | .
CNC(=O)CSc1nnc(-c2ccco2)n1-c1cccc(C)c1C | 0.3% | -3.6% | -4.9%
Cc1ccccc1OC(C)c1nc(-c2ccccc2)no1 (stereo not drawn) | -3.8% | 5.7% | -13.8%
CC1CCc2c(sc3ncn(N)c(=N)c23)C1 (stereo not drawn) | -0.8% | -20.8% | 0.6%
O=C1NC2(CCCCCC2)C(=O)N1Cc1ccccc1Br | 10.7% | 18.1% | 1.2%
CSc1nc(-c2ccccc2)c(-c2ccccc2)[nH]1 | -12.5% | -17.1% | -20.8%

Further records follow:
mol,FEN1 inh,TDP1 cell CPT,N370S GC
CCOC(=O)c1cc(-c2ccccc2)sc1NC(=O)c1ccc(OC)cc1,-11.5%,7.31µM*,-0.2%
Cc1ccc2cccc(Oc3cnccn3)c2n1,-5.5%,4.2%,2.2%
O=C(Nc1cc(Sc2ccccn2)cc([N+](=O)[O-])c1)c1cccc(F)c1,-2.0%,?,4.0%
COC(=O)CC1C(=O)NC2CCCCC2N1C(=O)c1ccccc1 (stereo not drawn),12.9%,-3.5%,9.6%
Fc1ccc(C2=Nn3c(Cc4ccccc4)nnc3SC2)cc1,-4.1%,-4.4%,-0.3%
Cc1ccc2cc(CN(Cc3nnnn3C3CCCC3)C3CCCCC3)c(=O)[nH]c2c1C,-5.7%,10.8%,7.4%
Cc1ccsc1/C=N/NC(=O)c1ccco1,-4.0%,-16.7%,-3.9%
Cc1cc(C)cc(N2C(=O)CS(=O)(=O)C23C(=O)N(Cc2ccc(F)cc2)c2ccc(C)cc23)c1 (stereo not drawn),1.1%,18.4µM*,.
CC(C)NC(=O)COc1ccc(S(=O)(=O)N2CCOCC2)cc1,-2.7%,-6.9%,-18.2%
CN(C)C(=O)c1ccc(Oc2ccc(C(=O)N(C)C)cc2)cc1,2.8%,-10.5%,3.8%
COc1cccc(-c2csc(N3CCN(CC(=O)NNC(=O)c4ccc(Cl)cc4)CC3)n2)c1,-0.7%,?,0.3%
CCc1cccc(NC(=O)C(Cc2ccccc2)NS(=O)(=O)c2cccs2)c1 (stereo not drawn),-15.5%,?,.
COc1ccc(-n2c(Cc3cccn3C)nnc2SCC(=O)Nc2ccc(C)c(Cl)c2)cc1,-22.9%,?,7.6%
COc1cc(OC)cc(C(=O)N[C@H](C(=O)Nc2cccc(S(=O)(=O)N3CCCC3)c2)C(C)C)c1,1.4%,-0.9%,27.6%
CCOC(=O)C1CCCN(C(=O)c2cc(Nc3ccc(OC)cc3OC)nc3ccccc23)C1 (stereo not drawn),-7.8%,16.4µM*,-17.3%
Cc1noc(C)c1C(=O)N1CCC2(CCN(C(=O)Nc3ccccc3)CC2)CC1,.,-4.7%,-3.5%
COC(=O)c1c(NC(=O)c2ccc(S(=O)(=O)N3CCOCC3)cc2)sc2c1CCN(C(C)C)C2,-27.8%,?,-4.3%
CCCCC(=O)Nc1ccc(NC(=O)c2cccs2)cn1,-0.9%,6.6%,.
CCc1ccc(NC(=O)CCc2nnc3ccc(N4CCC5(CC4)OCCO5)nn23)cc1,-1.4%,-11.8%,-2.6%
COC(=O)c1sc(NC(=O)COc2c(C)cccc2C)nc1C,-1.7%,-13.5%,5.5%
CC(=O)c1cnc2cc(-c3cccc(Br)c3)nn2c1C,-4.7%,8.0%,-3.0%
Cc1cc(Cl)ccc1N(CC(=O)NCc1ccc2c(c1)OCO2)S(C)(=O)=O,-3.6%,?,?
CSC(=NCc1ccco1)NC#N,1.0%,-3.7%,-5.4%
CCOc1cc(-c2nc(C)c(C(C)=O)n2O)ccc1OCC(=O)Nc1cccc(C)c1,-8.1%,4.5%,-9.6%
Cc1c(C(=O)N/N=C/c2ccccc2)sc(=S)n1C,3.9%,-22.7%,6.2%
Nc1[nH]ncc1-c1ccc(F)cc1,16.1%,-12.9%,-4.2%
CC(C)(C)OC(=O)N(CCc1ccccc1)Cc1ccc(OCc2cccc(NC(=O)C3CCC3)c2)cc1,-9.1%,20.6µM*,.
COc1cnc(SCc2c(Cl)cccc2Cl)nc1Cl,-6.0%,4.3%,10.9%
C=CCOc1c(Br)cc(/C=C2\SC(=Nc3ccccc3)NC2=O)cc1OC,-2.3%,?,-9.8%
O=C(NCc1ccco1)C1(c2ccccc2)CCCC1,-2.2%,10.3µM*,-1.0%

Shown with values under each structure: part of the list above
Fields – FEN1 inh, TDP1 cell CPT, N370S GC
O=C(Nc1cc(Sc2ccccn2)cc([N+](=O)[O-])c1)c1cccc(F)c1
  -2.0%, ?, 4.0%
COC(=O)CC1C(=O)NC2CCCCC2N1C(=O)c1ccccc1 (stereo not drawn)
  12.9%, -3.5%, 9.6%

(further entries)
mol,FEN1 inh,TDP1 cell CPT,N370S GC
CCCn1c(=O)[nH]c(=O)c2c1nc(-c1ccc(OC(F)F)c(OC)c1)n2CCOC,-4.2%,-24.4%,10.4%
FC(F)(F)c1cnc(COc2cc(Cl)cc(Cl)c2)c(Cl)c1,-4.1%,-20.4%,0.0%
O=C(COc1ccc2ccc(=O)oc2c1)Nc1c(Cl)cccc1C(F)(F)F,16.9%,-6.2%,-0.4%
COc1cc(/C=N/N2CCN(c3ccccc3)CC2)cc(OC)c1OC(C)=O,-18.0%,-21.0%,-3.2%
Cc1cccn2c(=O)c(C=NCCO)c(NCc3ccco3)nc12,-0.1%,-17.0%,1.5%
c1cncc(-c2noc(C34CC5CC(CC(C5)C3)C4)n2)c1,0.6%,-27.2%,7.9%
COc1ccc(/C=C/C(=O)OC2CCCN(C)C2)cc1 (stereo not drawn),18.9%,-7.8%,0.9%
CCc1ccc(CNC(=O)c2ccc(NC(=O)N3CC(C)Sc4ccccc43)cc2)cc1 (stereo not drawn),3.6%,10.3µM*,.
Cc1ccccc1C(=O)c1cccn1CC(=O)O,-9.3%,18.2%,-2.3%
OCCC1CN(Cc2ccncc2)CCN1C1CCCC1 (stereo not drawn),-5.9%,6.5%,-4.2%
Cc1ccc(S(=O)(=O)N2CCC(=O)N(CCOCc3cccc(C(F)(F)F)c3)CC2)cc1,0.8%,14.6µM*,12.6%
CC(C)(C)c1ccc(-c2nc(NCc3cccnc3)c3ccccc3n2)cc1,-9.1%,?,-6.0%
CNC(=O)c1c[nH]c2ccc(S(=O)(=O)Nc3cccc(Cl)c3C)cc2c1=O,-8.7%,?,-10.3%

Only N370S GC and TDP1 cell CPT (three entries from above):
| Compound | N370S GC | TDP1 cell CPT |
| --- | --- | --- |
| COc1ccc(/C=C/C(=O)OC2CCCN(C)C2)cc1 (stereo not drawn) | 0.9% | -7.8% |
| CCc1ccc(CNC(=O)c2ccc(NC(=O)N3CC(C)Sc4ccccc43)cc2)cc1 (stereo not drawn) | . | 10.3µM* |
| Cc1ccccc1C(=O)c1cccn1CC(=O)O | -2.3% | 18.2% |

Bioassay records deposited in PubChem by National Center for Advancing Translational Sciences (NCATS).
